# Growth percent in the NCI-60 one-dose screen (48 h, 10 µM unless noted): 100 = growth as untreated, 0 = no growth, -100 = all killed.
# DU-145 = DU-145 prostate cancer; actives 4.2% (n = 81,000); AID 1794760
# 786-0 = 786-0 renal cancer cells; actives 5.1% (n = 81,000)
# SF-295 = SF-295 CNS cancer cells; actives 5.6% (n = 79,000)
# PC-3 = PC-3 prostate cancer cells; actives 3.9% (n = 80,000)
# TK-10 = TK-10 renal cancer cells; actives 3.9% (n = 81,000); AID 1794769
# U251 = U251 CNS tumor cells | actives 5.4% (n = 80,000) | AID 1794753
# UO-31 = UO-31 renal cancer; actives 5.2% (n = 81,000); AID 1794768
# SF-539 = SF-539 CNS cancer | actives 6.8% (n = 81,000) | AID 1794752
# SN12C = SN12C renal cancer cells. actives 3.8% (n = 81,000). AID 1794767
# * = called active by the depositor; · = not tested or not shown; & = joins results of further samples; [ ] = remark or other dose. Rule for the calls: active = growth percent below 10; inactive = the rest. This is a random part of the collection; 10% or so of the library scored in one or more.
SMILES,DU-145,786-0,SF-295,PC-3,TK-10,U251,UO-31,SF-539,SN12C
N#Cc1c(-c2ccc(Br)cc2)cc(-c2cc(=O)oc3ccc(Cl)cc23)c(C#N)c1N,91,84,84,70,84,86,52,85,92
COCCCNC(=O)c1nnn2c1nc(N)c1cc(Cl)ccc12,105,97,92,81,105,·,72,94,101
CC(=O)c1nn(-c2ccccc2)/c(=N/N=Cc2cn(-c3ccccc3)nc2-c2cc3ccccc3oc2=O)s1,107,105,103,101,103,92,84,100,105
COc1cc2c3c(n(C4CCOCC4)c(=O)c2cc1OC)-c1cc2c(cc1C3=O)OCO2,74,66,35,·,78,45,53,68,63
Cc1ccc(-c2cnc3sc4c(-c5ccccc5)n[nH]c(=O)c4n23)cc1,101,103,105,98,110,102,89,109,104
O=C1C(C2SC(=S)N(CCc3ccccc3)C2=O)SC(=S)N1CCc1ccccc1 (stereo not drawn),101,103,101,95,130,97,77,102,94
NNc1ccc(-c2ccc(NN)cc2)cc1,108,105,118,96,96,111,78,105,105
COc1ccc(C(c2c[nH]c3ccccc23)c2c[nH]c3ccccc23)cc1OC,108,99,91,64,97,98,62,100,91
Nc1ccc(/C=C/c2ccc3ncccc3c2)cc1,96,78,98,·,115,88,71,88,80
CCOC(=O)C(=O)c1ccccc1,121,98,110,94,95,96,81,112,117
COc1ccc(/C(C#N)=C/c2cc(OC)c(OC)c(OC)c2)cc1,83,51,·,43,68,34,55,23,58
CCCCCCCCCOC(=O)NC1c2ccccc2Oc2ccccc21,86,88,112,79,107,100,74,99,89
C[N+](C)(C)CC(=O)N/N=C\c1cccs1,·,111,103,111,109,·,101,111,·
COc1cc(C2C=C(c3ccc(C)cc3)Nc3nc(SC)[nH]c(=O)c32)ccc1Oc1ccnc2cc(Cl)ccc12 (stereo not drawn),65,85,70,60,78,80,58,100,67
COc1cc(C(=O)/C=C/c2sc(N(C)Cc3ccccc3)nc2Cl)cc(OC)c1OC,114,98,100,77,93,87,69,96,87
Nc1nc(NC(=O)Nc2ccc(C(=O)O)cc2)nn1-c1ccc(S(N)(=O)=O)cc1,97,98,104,84,106,93,81,96,90
COc1ccc(Cn2cc3c(c2-c2ccccc2)CCCc2cnoc2-3)cc1OC,96,98,89,85,118,95,64,96,94
C/C=C1/CN(CCCCC)CC[C@H]1C(=O)c1cc2ccccc2[nH]1,99,100,94,86,120,98,51,99,86
Cc1ccccc1-c1noc(-c2n[nH]n3c2nc(=O)c2c(C)c(C)sc23)n1,111,104,91,93,108,109,90,97,93
Nc1nc(SCc2ccccn2)c2[nH]cnc2n1,119,94,93,84,101,114,90,96,98
COc1cccc2c1CCCC2(C)C,117,106,94,94,112,101,91,111,94
CCOC(=O)C1=C(N)Oc2c(sc3c(C)cccc23)C1c1ccc(F)cc1 (stereo not drawn),12,33,0.9*,12,76,19,41,-1.5*,30
Fc1ccc(-c2nn(-c3ccccc3)cc2-c2nc3ccccc3o2)cc1,90,88,45,52,126,33,61,92,60
Nc1n[nH]c(CCCO)c1-c1nc2ccccc2s1,109,104,108,99,117,107,85,104,103
COc1cc(CNCCN2C(=O)c3ccc4c5c(ccc(c35)C2=O)C(=O)N(CCNCc2cc(OC)c(OC)c(OC)c2)C4=O)cc(OC)c1OC,-57*,-94*,-68*,-73*,-87*,-68*,-70*,-84*,-88*
SMILES,DU-145,786-0,SF-295,PC-3,TK-10,U251,UO-31,SF-539,SN12C
COc1cc(/C=C(\NC(=O)c2ccc([N+](=O)[O-])cc2)C(=O)N2CCCC2)c(OC)cc1C=O,110,107,99,99,95,98,80,99,99
Cc1ccc(S(=O)(=O)c2nc(S(=O)(=O)c3ccc(C)cc3)c(NCc3ccccc3)s2)cc1,99,100,90,106,83,100,74,96,101
COc1ccc(C/C(C)=C(\c2ccc(OCCN3CCOCC3)cc2)c2ccc(OC(=O)C3CCCCC3)cc2)cc1,105,102,95,80,94,99,80,106,94
COc1ccc(C(=O)/C=C/c2ccc3c(c2)Cc2ccccc2-3)cc1S(N)(=O)=O,129,94,103,116,120,103,89,97,119
O=C(O)c1cc(Cl)cc([N+](=O)[O-])c1O,103,112,108,102,110,104,100,101,105
COc1cc(C2C(Cl)C(=O)N2n2cnnc2)ccc1O (stereo not drawn),101,92,101,88,98,98,78,100,99
COc1ccc2oc(=O)cc(-c3cc(-c4ccccc4)nc(N)c3C#N)c2c1,108,99,96,83,110,93,64,101,92
O=c1cc(-c2ccc(O)cc2)oc2cc(O)cc(O)c12,86,109,99,97,110,74,86,89,86
Cc1ccc2c(c1)/C(=N/c1nc(-c3ccc(F)cc3)cs1)C(=O)N2,106,96,94,64,119,98,88,99,104
CCSc1nnc(-c2c(C)nc3ccc(Cl)cn23)o1,108,101,100,95,67,87,67,100,100
O=C1c2cccc3cccc(c23)C(=O)N1N1C(=O)c2cccc3c(NC4CCCCC4)ccc(c23)C1=O,106,105,95,84,126,100,66,94,92
OCCOc1ccccc1C(Cc1ccccc1)N1CCCCC1 (stereo not drawn),107,91,94,82,76,99,82,102,105
COC(=O)c1ccccc1NN=Nc1ccccc1[N+](=O)[O-],112&96,103&99,95&99,92&111,119&100,105&82,84&72,101&95,94&91
Cc1ccc(/C=C2\SC(=S)N(CC(=O)NCCCN3CCOCC3)C2=O)cc1,104,104,91,·,117,100,84,94,92
COc1ccc(-c2csc(NC(=O)CSc3nc(N)cc(=O)[nH]3)n2)cc1,103,99,103,95,107,101,96,98,100
NS(=O)(=O)c1ccc(NC(=O)CSc2nc3nc(-c4cccs4)cc(-c4cccs4)c3c(=O)[nH]2)cc1,71,58,74,76,67,85,54,86,91
COC(=O)c1cc(Cl)nc(S(C)(=O)=O)n1,107,100,97,95,89,99,87,100,91
Cc1nn(-c2ccccc2)c(N(C)Cc2ccccc2)c1C1CC(c2ccc(F)cc2)=NN1C=O (stereo not drawn),99,98,82,52,86,84,63,99,81
COCCNC(=O)Nc1ccc(C)cc1,114,108,83,100,117,100,100,102,106
O=[N+]([O-])c1cccc(CN(Cc2cccc([N+](=O)[O-])c2O)c2ccccc2)c1O,94,51,67,71,90,85,40,95,81
CC(=O)N/N=C(/C)c1cccs1,116,98,97,118,102,·,90,86,99
CN1CCC(=O)/C(=C/c2c(-c3ccc(Cl)cc3)nn(-c3ccccc3)c2C(F)(F)F)C1,115,103,108,105,108,99,90,106,100
N[C@@H](CCC(=O)N[C@@H](CS)C(=O)NCC(=O)O)C(=O)O,117,100,105,99,118,103,72,104,108
N#CCC(=O)NC(=S)Nc1ccc(S(=O)(=O)Nc2ccc(Cl)nn2)cc1,110,102,99,96,97,100,89,93,97
COc1cc(C(=O)C(O)c2ccc(O)c(OC)c2)ccc1O (stereo not drawn),116,113,116,100,112,97,95,97,104

# Part of the list above in order of formula weight, rising:
SMILES,DU-145,786-0,SF-295,PC-3,TK-10,U251,UO-31,SF-539,SN12C
COC(=O)c1cc(Cl)nc(S(C)(=O)=O)n1,107,100,97,95,89,99,87,100,91
CCSc1nnc(-c2c(C)nc3ccc(Cl)cn23)o1,108,101,100,95,67,87,67,100,100
COC(=O)c1ccccc1NN=Nc1ccccc1[N+](=O)[O-],112&96,103&99,95&99,92&111,119&100,105&82,84&72,101&95,94&91
COc1cc(C(=O)C(O)c2ccc(O)c(OC)c2)ccc1O (stereo not drawn),116,113,116,100,112,97,95,97,104
N[C@@H](CCC(=O)N[C@@H](CS)C(=O)NCC(=O)O)C(=O)O,117,100,105,99,118,103,72,104,108
OCCOc1ccccc1C(Cc1ccccc1)N1CCCCC1 (stereo not drawn),107,91,94,82,76,99,82,102,105
COc1ccc2oc(=O)cc(-c3cc(-c4ccccc4)nc(N)c3C#N)c2c1,108,99,96,83,110,93,64,101,92
O=[N+]([O-])c1cccc(CN(Cc2cccc([N+](=O)[O-])c2O)c2ccccc2)c1O,94,51,67,71,90,85,40,95,81
COc1ccc(C(=O)/C=C/c2ccc3c(c2)Cc2ccccc2-3)cc1S(N)(=O)=O,129,94,103,116,120,103,89,97,119
N#CCC(=O)NC(=S)Nc1ccc(S(=O)(=O)Nc2ccc(Cl)nn2)cc1,110,102,99,96,97,100,89,93,97
CN1CCC(=O)/C(=C/c2c(-c3ccc(Cl)cc3)nn(-c3ccccc3)c2C(F)(F)F)C1,115,103,108,105,108,99,90,106,100
Cc1nn(-c2ccccc2)c(N(C)Cc2ccccc2)c1C1CC(c2ccc(F)cc2)=NN1C=O (stereo not drawn),99,98,82,52,86,84,63,99,81
Cc1ccc(S(=O)(=O)c2nc(S(=O)(=O)c3ccc(C)cc3)c(NCc3ccccc3)s2)cc1,99,100,90,106,83,100,74,96,101
NS(=O)(=O)c1ccc(NC(=O)CSc2nc3nc(-c4cccs4)cc(-c4cccs4)c3c(=O)[nH]2)cc1,71,58,74,76,67,85,54,86,91

# (cont.)
SMILES,DU-145,786-0,SF-295,PC-3,TK-10,U251,UO-31,SF-539,SN12C
CNC(=O)c1cc(Oc2ccc3c(c2)sc2nc(-c4ccc(Cl)cc4)cn23)ccn1,96,78,80,79,110,69,86,76,96
C=C(C)[C@@H]1CC[C@]2(C(=O)NCCNCCNCCN)CC[C@]3(C)[C@H](CC[C@@H]4[C@@]5(C)CCC(=O)C(C)(C)[C@@H]5CC[C@]43C)[C@@H]12,-57*[100 µM],-84*[100 µM],-54*[100 µM],-25*[100 µM],-78*[100 µM],-82*[100 µM],-96*[100 µM],-93*[100 µM],-88*[100 µM]
CCCN(CCC)c1ccc(N=Nc2cc(Cl)ccc2Cl)cc1,109,114,·,113,123,99,85,105,96
COc1ccc(CN2[C@H](C(=O)NCc3ccc(C(=O)NO)cc3)Cc3c([nH]c4ccccc34)[C@H]2C2CC2)cc1,57,62,46,55,53,48,66,42,70
COc1ccc(C(=O)Cn2cnc3c(Nc4cc(C(=O)Nc5ccc(N6CCN(c7ccccc7)CC6)cc5)ccc4C)ncnc32)cc1,98,81,93,110,76,109,91,98,100
COc1ccc(-c2oc(=O)ccc2C#Cc2cc(OC)c(OC)c(OC)c2)cc1F,107,98,98,97,108,97,72,93,95

# Shown with two lines to a compound: entries from further up.
# The line under a structure holds: DU-145 | 786-0 | SF-295 | PC-3 | TK-10 | U251 | UO-31 | SF-539 | SN12C
> Cc1ccc(S(=O)(=O)c2nc(S(=O)(=O)c3ccc(C)cc3)c(NCc3ccccc3)s2)cc1
  99 | 100 | 90 | 106 | 83 | 100 | 74 | 96 | 101
> COc1ccc(C/C(C)=C(\c2ccc(OCCN3CCOCC3)cc2)c2ccc(OC(=O)C3CCCCC3)cc2)cc1
  105 | 102 | 95 | 80 | 94 | 99 | 80 | 106 | 94
> COc1ccc(C(=O)/C=C/c2ccc3c(c2)Cc2ccccc2-3)cc1S(N)(=O)=O
  129 | 94 | 103 | 116 | 120 | 103 | 89 | 97 | 119
